IL1B NFkB inh: inhibitors of IL-1B driven NFkB p65 nuclear import, primary screen, imaging, HUVEC, IL-1B stimulus, high-content imaging | HUVEC IL-1B NFkB p65 nuclear translocation imaging | inhibition, % at 2 µM | 94,000 tested, 0.43% active | AID 796, 2007;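 active means inhibition above about 30% together with a positive call from visual inspection of the well image, limit read from the data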;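 further: nuclear over cytoplasmic p65 intensity ratio measured by imaging; 0% = IL-1B stimulated DMSO wells and 100% = unstimulated DMSO wells; values of inactives mirror those of a sister screen read the other way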
PLAP inhibitors HTS: PLAP enzyme inhibitors, biochemical, luminescence, HTS (AID 690) | purified PLAP, luminescent substrate; higher % means a stronger effect | inhibition, % at 20 µM, or IC50 in µM where a hit was titrated | 96,000 tested, 0.08% active; in the data active means a potency from the dose series; inactive means the rest, 99 in 100 with inhibition below about 30%; further: strong numbers were not always called active
NFkB transloc pot: enhancers of NFkB p65 translocation in HUVEC – imaging, IL-1B stimulus, high-content imaging, primary screen; HUVEC IL-1B NFkB p65 nuclear translocation imaging; activation, % at 2 µM; 94,000 tested, 0.3% active;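 active means activation above 40%, about the mean plus 3 SD, also judged a hit on visual image review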;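 further: percent activation is computed from the nuclear over cytoplasmic p65 intensity ratio; values of inactives mirror those of a sister screen read the other way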
Bcl-B TR3 displacers: displacers of TR3 peptide from Bcl-B, primary screen, selectivity assay for Bfl-1 inhibitor project, biochemical, fluorescence polarization; FP displacement of FITC-TR3 peptide from Bcl-B; higher % means a stronger effect; one-dose displacement, % at 20 µM; IC50 in µM for titrated hits; 96,000 tested, 0.11% active; AID 748, 2007;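 active means displacement above 50% at 20 µM plus a fluorescence interference ratio under 1.5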;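 further: plate controls were wells without compound for no effect and wells lacking Bcl-B protein for full effect; a part of the inactive calls stands beside numbers as strong as those of hits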
MRP reversal: reversal of MRP1-mediated doxorubicin resistance, primary screen, H69AR cells, doxorubicin co-treatment | AID 602, 2007 | 85,000 tested, 0.04% active | differential viability (reversal), % at 10 µM | H69AR cells + 2 uM doxorubicin, CellTiter-Glo, 72 h;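 active means viability drop by adding the cancer drug above about 55%, with treated viability meeting a 40% cutoff, limit read from the data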;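 further: viability without doxorubicin minus viability with 2 µM doxorubicin for each compound; larger differential means the compound sensitizes cells more to doxorubicin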
MRP reversal cytotoxicity: further read-out of MRP reversal, marked with its call; viability, %; H69AR cells, CellTiter-Glo, 72 h; measured here: cytotoxicity without doxorubicin
MRP reversal with doxorubicin: recorded beside MRP reversal, whose call it bears; viability, %; measured here: viability with 2 uM doxorubicin; active compounds read low
IL1B NFkB inh cell count 2 µM: also measured in IL1B NFkB inh; calls as there; cell count; measured here: cells passing quality filter;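 raw number of nuclei counted in each imaged well without normalization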
NFkB transloc pot cell count 2 µM: also measured in NFkB transloc pot; calls as there; cell count; measured here: cells passing quality filter
* hit, by the source's call; · = no result given.

SMILES	IL1B NFkB inh	IL1B NFkB inh cell count 2 µM	PLAP inhibitors HTS	NFkB transloc pot	NFkB transloc pot cell count 2 µM	Bcl-B TR3 displacers	MRP reversal	MRP reversal cytotoxicity	MRP reversal with doxorubicin
COc1ccc2c(c1)[nH]c1c(=O)n(CCN(C)C)cnc12	-10	30	16%	10	30	-14%	0	96	96
COCCn1c(-c2ccc(-c3ccccc3Cl)o2)nc2c1c(=O)[nH]c(=O)n2CC(C)C	-17	185	2%	17	185	-146%	-5	18	23
O=S(=O)(NC1CC1)c1ccc(S(=O)(=O)N2CCCC3(CCCCC3)C2)cc1	-17	115	24%	17	115	-26%	-16	32	48
COCCn1nnnc1C(CC(C)C)N1CCN(c2cccc(OC)c2)CC1 (configuration not stated)	·	·	-56%	·	·	-2%	11	102	91
C=CCn1c(SCC(=O)c2cc(C)n(CCOC)c2C)nc2sc(C)c(C)c2c1=O	3	119	-10%	-3	119	11%	·	·	·
COc1ccc(CC(NC(=O)c2ccccc2)C(=O)NCC(=O)O)cc1 (configuration not stated)	-8	63	6%	8	63	5%	-14	84	97
O=C(Nc1ccccc1-c1ccccc1)c1ccc(NC(=O)c2ccco2)cc1	2	136	23%	-2	136	-1%	10	81	71
CCn1c(Cn2nnc(-c3ccccc3)n2)nnc1SCC(=O)Nc1ccc(C(C)=O)cc1	-21	186	-11%	21	186	-3%	-7	92	99
Cc1ccc2c(c1)cc(CN(Cc1cccs1)C(=O)c1ccco1)c1nnnn12	9	107	-41%	-9	107	-5%	-10	57	66
CCC(C)NC(=O)C1CCCN(S(=O)(=O)c2ccc(-n3cnnn3)cc2)C1 (configuration not stated)	-7	175	4%	7	175	-2%	1	97	95
O=C1CCCN1c1ccc(S(=O)(=O)Oc2ccc(Cl)cc2)cc1[N+](=O)[O-]	-10	157	-14%	10	157	1%	·	·	·
Cc1cc(C)c(NC(=O)CSc2nnc(-c3ccncc3)n2Cc2ccco2)c(C)c1	-11	127	2%	11	127	-6%	8	96	88
CC(C)OCCCN1CN(S(=O)(=O)c2ccccc2)c2nc3ccccc3nc21	3	119	-67%	-3	119	8%	-6	94	101
CC(C)(C)C(=O)OCC1OC(n2cnc(C(N)=O)n2)C(O)C1O (configuration not stated)	-13	160	1%	13	160	-2%	-18	94	112
C=CCNC(=O)CN(c1ccc(F)cc1)S(=O)(=O)c1ccc(OC)cc1	18	112	-11%	-18	112	-4%	10	101	92
CCOC(=O)Cc1c(C)nc2c(-c3cccc(Br)c3)c[nH]n2c1=O	·	·	-6%	·	·	-8%	-32	28	61
CC1=[N+]([O-])C(C)(C)C(C)N(O)C1=O (configuration not stated)	-2	130	1%	2	130	-6%	12	92	80
CCC1(C(=O)OC)NC(c2ccco2)C2C(=O)N(c3ccccc3)C(=O)C21 (configuration not stated)	-2	197	-40%	2	197	24%	0	83	83
CN1CCN(c2nc3c(c(=O)n(C)c(=O)n3C)n2CC(=O)C23CC4CC(CC(C4)C2)C3)CC1	·	·	-54%	·	·	-2%	11	80	69
COc1ccc(C(C)=O)cc1COc1ccc(-n2cnnn2)cc1	-2	151	-2%	2	151	4%	12	113	101
CCOC(=O)c1csc(NC(=O)CSc2nnnn2CC)n1	-14	190	5%	15	190	61%	-9	57	66
O=C(c1ccccc1)N1CCc2ccccc21	-14	104	24%	14	104	-5%	-25	57	82
FC(F)(F)c1ccc(Oc2ccc3c(C(F)(F)F)cc(C(F)(F)F)nc3n2)cc1	0	240	-4%	0	240	1%	·	·	·
CCc1nnc(NC(=O)CSc2nc3c(cc2C#N)CCC3)s1	3	158	9%	-3	158	-14%	-3	78	81
Oc1ccc(-n2cnnn2)cc1	2	12	-15%	-2	12	-3%	-11	87	98
FC(F)(F)c1nnc2ccc(N3CCOCC3)nn12	1	140	-15%	-1	140	-5%	11	102	91
Cn1c(SCC(=O)Nc2ccc3nc(SCC(=O)N4CCCC4)sc3c2)nnc1-c1ccc(N)cc1	-4	154	-82%	4	154	·	·	·	·
Cc1ccc(C)c2[nH]c(=O)c(C(c3nnnn3CCc3ccccc3)N3CCOCC3)cc12 (configuration not stated)	-7	117	-50%	7	117	-7%	-1	83	84
O=C(NCC1CCCO1)C(c1cccs1)N(Cc1cccs1)C(=O)Cn1nnc(-c2cccs2)n1 (configuration not stated)	-9	80	·	9	80	·	0	83	82
CCN(CC)S(=O)(=O)c1ccc(C(=O)OCn2nnc3ccccc3c2=O)cc1	0	149	-2%	0	149	0%	-8	86	94
CC(C)NC(=O)c1cc2c(-c3ccc(Cl)cc3)nn(C)c2s1	4	190	9%	-4	190	11%	3	88	85
CCc1nc(NCc2ccc3c(c2)OCO3)c2oc3ccccc3c2n1	-22	169	-25%	22	169	-1%	20	96	76
O=C(CSc1nc(N2CCCCC2)nc(N2CCCCC2)n1)NC1CCCCC1	18	178	·	-18	178	·	9	81	72
Cc1nc2nc(SCC(=O)NCc3ccco3)nn2c(C)c1Cc1c(F)cccc1Cl	-8	136	-37%	8	136	-8%	-42	35	77
N#Cc1c(/N=C/c2cccs2)sc2c1CCCCC2	-13	139	20%	13	139	-4%	-17	64	81
Cc1cc(NC(=O)CSc2nnc(-c3cccnc3)n2C)no1	-1	185	4%	1	185	3%	-12	90	102
CCOC(=O)N1CCN(C(=O)c2oc3ccc(S(=O)(=O)N4CCOCC4)cc3c2C)CC1	·	·	-51%	·	·	5%	-2	91	92
CCOC(=O)C1C(=O)CC(C)(O)C(C(=O)OCC)C1c1cccc(OC(F)(F)C(F)F)c1 (configuration not stated)	·	·	-79%	·	·	-4%	-4	68	72
Cc1ccc2nc(N3C(=O)C(O)=C(C(=O)c4cc5ccccc5o4)C3c3cccs3)sc2c1 (configuration not stated)	7	127	-7%	-7	127	-14%	·	·	·
c1ccc(-n2c(-c3ccco3)nnc2-c2ccco2)cc1	-4	212	17%	4	212	2%	8	101	92
CC1CN(c2oc(-c3ccco3)nc2C#N)CC(C)O1 (configuration not stated)	-31	133	9%	31	133	-5%	-3	75	78
O=C(CSc1ncnc2c1oc1ccccc12)NCC1CCCO1 (configuration not stated)	-4	99	·	4	99	·	-13	70	84
Cc1cccc(NC(=O)CSc2n[nH]c(-c3ccncc3)n2)c1	-8	89	1%	8	89	-7%	16	99	83
Cc1nn(Cc2nc(-c3cccs3)no2)c(C)c1Br	5	186	10%	-5	186	-8%	-2	94	95
C=CCOc1ccc2ccccc2c1CNc1ncn[nH]1	-24	137	-67%	24	137	0%	-9	72	81
O=C(CNC(=O)c1ccc(Oc2ccccc2)cc1)OC1CCCCC1=O (configuration not stated)	4	169	1%	-4	169	4%	·	·	·
CC(C)C(C(=O)OCC(=O)c1ccc2c(c1)NC(=O)CO2)N1C(=O)c2ccccc2C1=O (configuration not stated)	·	·	6%	·	·	-7%	11	83	72
CC(=O)Nc1cccc(NC(=O)c2cc(-c3cccnc3)nc3ccc(Br)cc23)c1	6	173	-21%	-6	173	-5%	·	·	·
Cc1cc(C(F)(F)F)c(C#N)c(Sc2ccccc2)n1	1	140	-2%	-1	140	0%	·	·	·
COc1cc(C(c2sc3nc(C)nn3c2O)N2CCOCC2)cc(OC)c1OC (configuration not stated)	24	56	·	-24	56	·	·	·	·
CCc1ccc(C(=O)Nc2nnn(CC)n2)cc1	11	121	-3%	-11	121	2%	8	111	103
CCOC(=O)c1csc(NC(=O)CSc2nnnn2-c2cccc(OC)c2)n1	0	93	·	0	93	·	1	78	77
CCOC(=O)N1CCN(c2ccc(C(C)=O)cc2F)CC1	12	166	·	-12	166	·	14	100	86
COCCN(C(=O)CSc1nnc(Nc2ccccc2F)s1)c1c(N)n(Cc2ccccc2)c(=O)[nH]c1=O	5	153	-123%	-5	153	-3%	·	·	·
CCOC(=O)N1CCC(NC(=O)C(C)n2c3ccccc3c3cnn(C)c(=O)c32)CC1 (configuration not stated)	·	·	-54%	·	·	-11%	16	102	86
O=C(Nc1ccc(F)cc1)c1ccccc1F	-21	188	-18%	21	188	-2%	5	95	90
COC(=O)CC(NC(=O)c1ccco1)c1cccc2ccccc12 (configuration not stated)	-4	137	12%	-1	43	3%	7	102	95
COC(=O)c1ccccc1NC(=O)c1ccco1	-17	110	1%	17	110	11%	20	99	79
CCc1nnc(NC(=O)CSc2nc(C)c3c(c2C#N)CCCC3)s1	-35	123	-17%	35	123	-4%	-61	24	85
C=CCn1c(Cc2cccs2)nnc1SCC(=O)Nc1cccc(OC)c1	-10	106	28%	10	106	3%	-9	80	89

(continued)
SMILES	IL1B NFkB inh	IL1B NFkB inh cell count 2 µM	PLAP inhibitors HTS	NFkB transloc pot	NFkB transloc pot cell count 2 µM	Bcl-B TR3 displacers	MRP reversal	MRP reversal cytotoxicity	MRP reversal with doxorubicin
COc1cc2c(cc1OC)CN(C(=O)c1ccc(OC)c(S(=O)(=O)N3CCOCC3)c1)CC2	-25	93	-65%	25	93	5%	8	95	87
Cc1sc2nc(C(C)Sc3nnc(C)n3-c3ccccc3)[nH]c(=O)c2c1C (configuration not stated)	·	·	-48%	·	·	-2%	-12	100	112
C#CCSc1nnc(-c2cccc3ccccc23)o1	-8	112	·	8	112	·	-11	21	32
COc1ccc(Br)cc1C(=O)Nc1cccc(-c2nnc(-c3ccco3)o2)c1	-11	176	·	11	176	·	-2	9	11
Cc1cccc2cc(C#N)c(SCC(=O)N3CC(=O)Nc4ccccc43)nc12	9	122	-20%	-9	122	-39%	·	·	·
c1ccc(CCc2nc(-c3ccncc3)no2)cc1	6	137	13%	-6	137	-6%	18	98	80
COc1ccc(-c2nnc(N)s2)cc1	16	181	11%	-16	181	11%	12	96	84
C=C(C)Cn1c(CCNC(=O)CCC)nc2ccccc21	·	·	11%	·	·	3%	13	103	90
Cn1nnnc1SCC(=O)N1CCN(c2cccc(Cl)c2)CC1	-28	69	18%	28	69	-4%	3	87	84
Cc1ccc2c(c1)CCCN2C(=O)c1ccc2c(c1)OCO2	7	175	-12%	-7	175	-1%	11	106	94
CCOC(=O)c1c(NC(=O)CCl)sc(C(=O)N(CC)CC)c1C	-3	36	-66%	3	36	-6%	1	2	1
CC(NC(=O)Nc1nnc(C(F)(F)F)s1)N1C(=O)C2C3C=CC(C3)C2C1=O (configuration not stated)	-3	103	·	3	103	·	·	·	·
COc1ccc(-c2noc(CN3CCN(c4ccccc4)CC3)n2)cc1	-4	181	3%	4	181	-6%	-4	87	91
COC(=O)c1[nH]c2ccc(C)cc2c1NC(=O)CN1CCc2cc(OC)c(OC)cc2C1	-2	191	-58%	2	191	-2%	-1	102	102
COc1ccc(C(=O)Nc2ccc(Cl)cn2)cc1Cl	12	163	13%	-12	163	6%	2	73	71
COc1ccc(CN2CCN(C(=O)CN3C(=O)C4C5C=CC(C5)C4C3=O)CC2)c(OC)c1OC (configuration not stated)	-10	187	-29%	10	187	4%	·	·	·

Reformatted with bars between the fields: part of the list above
SMILES | IL1B NFkB inh | IL1B NFkB inh cell count 2 µM | PLAP inhibitors HTS | NFkB transloc pot | NFkB transloc pot cell count 2 µM | Bcl-B TR3 displacers | MRP reversal | MRP reversal cytotoxicity | MRP reversal with doxorubicin
Cc1cccc2cc(C#N)c(SCC(=O)N3CC(=O)Nc4ccccc43)nc12 | 9 | 122 | -20% | -9 | 122 | -39% | · | · | ·
COc1ccc(-c2nnc(N)s2)cc1 | 16 | 181 | 11% | -16 | 181 | 11% | 12 | 96 | 84
C#CCSc1nnc(-c2cccc3ccccc23)o1 | -8 | 112 | · | 8 | 112 | · | -11 | 21 | 32
Cc1sc2nc(C(C)Sc3nnc(C)n3-c3ccccc3)[nH]c(=O)c2c1C (configuration not stated) | · | · | -48% | · | · | -2% | -12 | 100 | 112
COc1cc2c(cc1OC)CN(C(=O)c1ccc(OC)c(S(=O)(=O)N3CCOCC3)c1)CC2 | -25 | 93 | -65% | 25 | 93 | 5% | 8 | 95 | 87
Cn1nnnc1SCC(=O)N1CCN(c2cccc(Cl)c2)CC1 | -28 | 69 | 18% | 28 | 69 | -4% | 3 | 87 | 84

Assay outcomes from PubChem BioAssay.

This is a subset, so the mix of outcomes need not match the whole.
